From PubChem
PI4K2A block – blocks human PI4K2A kinase activity. Q9BTU6. purified PI4K2A, ADP-Glo luminescence, 1 h; stronger effect = lower value. activity change, negative = inhibition, % at 76.9 µM. 420,000 compounds, 0.13% hits. AID 1346378; in the data active = activity change below about -50%; inconclusive = mostly about -30% to -49%;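 also: -100% = wells without enzyme as full effect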
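PI4K2A activity was measured by ADP-Glo luminescence: enzyme (4 ug/mL stock) and phosphatidylinositol (1.2 mM stock) in Tris pH 7.5/MgCl2/EGTA/Triton X-100 buffer were reacted with ATP (300 microM stock) for one hour at ambient temperature.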
12-LOX inh – inhibitors of human 12S-lipoxygenase ALOX12; P18054; purified 12hLO, xylenol orange hydroperoxide absorbance; Potency, µM (top dose mostly 108 µM), for the others: top-dose activity change, negative = inhibition, hits mostly inhibitors; 580,000 compounds, 1.1% hits; AID 1671190; active = well fitted inhibition curve with a large enough effect; inconclusive = small, poorly fitted or top-dose-only effect, or another doubt; inactive = no such curve, though single readings can be large or run the other way; also: potency is read from the fitted curve at half-maximal effect
Target sequence (P18054 whole entry, looked up): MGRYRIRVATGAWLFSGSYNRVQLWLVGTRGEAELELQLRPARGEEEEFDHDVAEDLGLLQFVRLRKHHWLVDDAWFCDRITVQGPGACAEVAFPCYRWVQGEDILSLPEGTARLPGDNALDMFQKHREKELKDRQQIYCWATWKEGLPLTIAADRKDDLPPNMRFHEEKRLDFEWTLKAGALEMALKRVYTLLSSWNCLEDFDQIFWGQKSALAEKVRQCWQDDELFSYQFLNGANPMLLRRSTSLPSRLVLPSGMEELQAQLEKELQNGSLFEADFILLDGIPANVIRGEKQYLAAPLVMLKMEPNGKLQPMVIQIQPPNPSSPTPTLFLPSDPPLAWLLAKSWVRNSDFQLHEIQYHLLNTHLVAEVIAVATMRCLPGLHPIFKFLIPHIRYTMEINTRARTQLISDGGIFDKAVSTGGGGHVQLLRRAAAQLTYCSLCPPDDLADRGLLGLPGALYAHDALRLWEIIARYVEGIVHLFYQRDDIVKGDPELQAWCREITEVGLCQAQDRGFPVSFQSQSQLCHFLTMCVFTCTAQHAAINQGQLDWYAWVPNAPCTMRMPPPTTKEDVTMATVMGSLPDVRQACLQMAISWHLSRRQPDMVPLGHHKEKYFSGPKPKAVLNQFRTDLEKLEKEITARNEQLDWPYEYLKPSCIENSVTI
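Purified human 12hLO at 150 nM in 25 mM Hepes, 0.01% Triton X-100, pH 7.0, preincubated 15 min at room temperature with compound. Reaction started with 40 uM arachidonic acid, 30 min at room temperature. Hydroperoxide measured by Fe-xylenol orange, 573/405 nm absorbance ratio.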
Active calls of the source: *; u = inconclusive; [ ] = another dose, or the depositor's remark. Unless noted, % is scaled to controls: 0 for no effect and ±100 for the full control effect. These rows are one share of the data; rates above refer to the full screens.

SMILES	12-LOX inh	PI4K2A block
CCCCCCCCN1C(=O)[C@H](CC(=O)NCC23CC4CC(CC(C4)C2)C3)C[C@@]2(C(=O)OCC)CCC=C12	u	-4
COC(=O)[C@@]12C[C@@H](CC(=O)N3CCSCC3)C(=O)N(Cc3ccccc3)C1=CCC(C)(C)C2	-2%	-2
CN(Cc1ccc(Cl)c(Cl)c1)C(C(=O)NCc1ccccc1)c1ccc(C(F)(F)F)cc1 (centres undefined)	2%	-3
O=C(C(=O)N1CCN(C(=O)c2ccco2)CC1)c1cc2ccccc2o1	u	-2
CC(C)c1cc(Cn2c3ccccc3c(=O)n2C(C)Cn2cc(C3=CCCCC3)nn2)on1 (centres undefined)	u	-1
C#CCNC(=O)C[C@@H]1C[C@@]2(C(=O)OCC)CCCC=C2N(Cc2ccccc2)C1=O	18%	1
COC(=O)[C@@]12C[C@@H](CC(=O)N3CCC(c4ccccc4)CC3)C(=O)N(Cc3cccc4ccccc34)C1=CCC(C)(C)C2	-2%	-2
CCC(CC)C(C(=O)NCc1ccccc1)N(C)Cc1ccc(Cl)c(Cl)c1 (centres undefined)	-1%	1
C[N+](C)(C)CC(O)CC(=O)[O-] (centres undefined)	-8%	-2
CC(C)(C)OC(=O)C(Oc1ccccc1[N+](=O)[O-])C(=O)OC(C)(C)C	11%	3
O=C(NCC(O)CO)c1c(I)c(C(=O)NCC(O)CO)c(I)c(N(CCO)C(=O)CO)c1I (centres undefined)	-9%[22.9 µM]	-5
COC(=O)C[C@@H]1OC[C@H](Cc2ccccc2)N1S(=O)(=O)c1ccc(C)cc1	-4%	-2
C[C@H]1O[C@@H](O[C@H]2CC[C@@]3(C)[C@H](CC[C@@H]4[C@@H]3C[C@@H](O)[C@]3(C)[C@@H](C5=CC(=O)OC5)CC[C@]43O)C2)C[C@H](O)[C@@H]1O[C@H]1C[C@H](O)[C@H](O[C@H]2C[C@H](O)[C@H](O[C@@H]3O[C@H](CO)[C@@H](O)[C@H](O)[C@H]3O)[C@@H](C)O2)[C@@H](C)O1	-2%	0
CCc1ccc(N2C=C(C(=O)OC)C(c3ccccc3F)C(C#N)=C2N)cc1 (centres undefined)	45µM*	-4
COC(=O)[C@@]12C[C@@H](CC(=O)NCCC(C)C)C(=O)N(Cc3cccc4ccccc34)C1=CCC(C)(C)C2	u	-3
NS(=O)(=O)c1ccc(OCCCN2CCC(C(O)(c3ccccc3)c3ccccc3)CC2)cc1	-11%	5
CSCCC(C(=O)NCc1ccccc1)n1c(C2CCN(C(C)=O)CC2)nc2ccccc21 (centres undefined)	-3%	1
Cc1cccc(C)c1NC(=O)C(c1ccc(C#N)cc1)n1c(=O)c(-c2ccccc2)nc2ccccc21 (centres undefined)	-27%	-3
CCOc1ccccc1OCC1CNCCO1 (centres undefined)	-8%[22.9 µM]	0
COCCCNC(=O)C[C@@H]1C[C@@]2(C(=O)OC)CCCCC=C2N(Cc2ccc3c(c2)OCO3)C1=O	-12%	-2
CC1(C)CC(Cc2ccc(C(F)(F)F)cn2)N(C(=O)OC(C)(C)C)C1 (centres undefined)	-4%	4
CCCCCCCCN1C(=O)[C@H](CC(=O)NCCCOCCCC)C[C@@]2(C(=O)OC)CC(C)(C)CC=C12	-25%	-2
COC(=O)C[C@H]1C=C[C@H](NC(=O)Nc2ccccc2)[C@@H](CO)O1	-16%	-6
COc1ccc(NC(=O)C(c2ccncc2)n2c(=O)c(-c3ccccc3)nc3ccccc32)cc1 (centres undefined)	-1%	0
COCCCNC(=O)C[C@@H]1C[C@@]2(C(=O)OC)CCCCC=C2N(CCc2ccc(OC)c(OC)c2)C1=O	-11%	4

An excerpt from above in order of the 12-LOX inh value, lowest first:
SMILES	12-LOX inh	PI4K2A block
Cc1cccc(C)c1NC(=O)C(c1ccc(C#N)cc1)n1c(=O)c(-c2ccccc2)nc2ccccc21 (centres undefined)	-27%	-3
COC(=O)C[C@H]1C=C[C@H](NC(=O)Nc2ccccc2)[C@@H](CO)O1	-16%	-6
COCCCNC(=O)C[C@@H]1C[C@@]2(C(=O)OC)CCCCC=C2N(CCc2ccc(OC)c(OC)c2)C1=O	-11%	4
CC1(C)CC(Cc2ccc(C(F)(F)F)cn2)N(C(=O)OC(C)(C)C)C1 (centres undefined)	-4%	4
CSCCC(C(=O)NCc1ccccc1)n1c(C2CCN(C(C)=O)CC2)nc2ccccc21 (centres undefined)	-3%	1
CC(C)(C)OC(=O)C(Oc1ccccc1[N+](=O)[O-])C(=O)OC(C)(C)C	11%	3

(listing goes on)
SMILES	12-LOX inh	PI4K2A block
CCOC(=O)[C@]12CCCC=C1N(CCC1=CCCCC1)C(=O)[C@H](CC(=O)N1CCN(C(=O)c3ccco3)CC1)C2	-13%	-2
CCOC(=O)[C@]12CCCC=C1N(CCC1=CCCCC1)C(=O)[C@H](CC(=O)NCc1cccc(C(F)(F)F)c1)C2	-28%	2
CO[C@@H]1CN(C)C(=O)c2cc(NC(=O)NC3CCCCC3)ccc2OC[C@@H](C)N(CC2CCOCC2)C[C@@H]1C	-20%	-1
Cc1ccc(N2CCN(C(C(=O)Nc3c(C)cccc3C)c3cc4ccccc4o3)CC2)cc1 (centres undefined)	u	-3
CC(=O)/C=C1\OCc2ccccc21	0%	-19
CC1(C(=O)Nc2ccc3c(c2)OCCO3)CSCC(=O)N1CCCN1CCOCC1 (centres undefined)	-1%	-3
COc1cc(C(=O)C(=O)N2CCN(c3ccccc3)CC2)cc(OC)c1OC	u	-3
Cc1cccc(C)c1NC(=O)C1(C)CN(S(C)(=O)=O)CC(=O)N1CC(F)(F)F (centres undefined)	-2%	-1
COC(=O)C1(C(=O)OC)C[C@H](/C=C/c2ccccc2)N(Cc2ccccc2OC)[C@@H]1c1cccc(Br)c1	8%	3
C[C@@H]1C[C@H]2[C@@H]3CCC4=CC(=O)C=C[C@]4(C)[C@@]3(F)[C@@H](O)C[C@]2(C)[C@@]1(O)C(=O)COC(=O)c1ccncc1	-6%[22.9 µM]	-1
CSCCC(C(=O)NC1CCCC1)n1c(-c2ccccn2)nc2ccccc21 (centres undefined)	20%	6
CC(C)NC(=O)C1(C)CN(S(C)(=O)=O)CC(=O)N1CC(F)(F)F (centres undefined)	8%	-2
Cc1cccc(C)c1NC(=O)C(c1ccccc1)N1CCN(C)CC1 (centres undefined)	0%	-4
CSCCC(C(=O)NC(C)(C)C)n1c(-c2cccc(NC(C)=O)c2)nc2ccccc21 (centres undefined)	3%	-4
O=C(NC1CCCC1)C1C(c2ccccc2)=Nc2ccccc2N1C(=O)c1cc(Cl)cc(Cl)c1 (centres undefined)	-11%	-5
COC(=O)C[C@H]1C=C[C@@H](NS(=O)(=O)c2ccccc2)[C@@H](CO)O1	0%	-4
CCCCNC(=O)C1C(c2ccccc2)=Nc2ccccc2N1C(=O)c1ccc2c(c1)OCO2 (centres undefined)	-6%	3
Cc1ccc(S(=O)(=O)N2[C@@H](CO)CO[C@H]2CC(=O)OCc2ccccc2)cc1	u	-14
COC(=O)C[C@@H]1C=C[C@@H](NC(=O)CN(C)C)[C@@H](CO)O1	-7%	-2
Cc1ccc(N2CCN(C(=O)C(=O)c3ccc(F)c(F)c3)CC2)cc1	-10%	-5
CCOC(=O)C1=CCC(c2cc3ccccc3[nH]2)NC1 (centres undefined)	u	-5
CCCCCCCCN1C(=O)[C@H](CC(=O)NCc2ccccc2)C[C@@]2(C(=O)OC)CC(C)(C)CC=C12	-13%	-4
COCCN1C(=O)CN(S(C)(=O)=O)CC1(C)C(=O)Nc1ccc2c(c1)OCCO2 (centres undefined)	0%	-2
COc1ccc(C(C(=O)Nc2c(C)cccc2C)N2CCN(c3ccc(C)cc3)CC2)cc1 (centres undefined)	u	-4
CCCCNC(=O)C(NC(=O)c1cccs1)C(=O)c1ccccc1 (centres undefined)	-3%	4
CCOC(=O)C1=CCN(S(=O)(=O)c2ccc(F)cc2)C1c1ccc(Cl)c(Cl)c1 (centres undefined)	1%	-4
Cc1cccc(C)c1NC(=O)C(c1ccccc1)n1c(=O)c(-c2cc3ccccc3[nH]2)nc2ccccc21 (centres undefined)	u	-2
CC1(C(=O)NCc2ccccc2)CSCC(=O)N1C1CCN(Cc2ccccc2)CC1 (centres undefined)	u	-2
Cc1cccc(C)c1NC(=O)C(c1ccnc2ccccc12)n1c(=O)c(-c2ccco2)nc2ccccc21 (centres undefined)	u	-7
COC(=O)[C@@]12C[C@@H](CC(=O)NCCCCc3ccccc3)C(=O)N(Cc3ccc4c(c3)OCO4)C1=CCC(C)(C)C2	8%	-1
COC(=O)[C@]12CCCCC=C1N(Cc1ccc3c(c1)OCO3)C(=O)[C@H](CC(=O)N1CCC(c3ccccc3)CC1)C2	-4%	-2
O=C(C(=O)N(C1CCCCC1)C1CCCCC1)c1ccccc1	-21%	4
O=C(CSc1nnc(-c2ccccc2)n1-c1ccc(Cl)cc1)Nc1ccc2cn[nH]c2c1	u	3
CCCCNC(=O)C(NC(=O)c1ccc2c(c1)OCO2)C(=O)c1ccccc1 (centres undefined)	-7%	0
O=C(C[C@H]1CC[C@H](NC(=O)C2CCOCC2)[C@@H](CO)O1)NCc1ccncc1	-6%	0
CC(C)(C)N1C(=O)c2ccccc2NC(=O)C1C(=O)Nc1ccc2c(c1)OCCO2 (centres undefined)	6%	-6
COC(=O)[C@]12CCCCC=C1N(Cc1ccc3c(c1)OCO3)C(=O)[C@H](CC(=O)NCc1cccs1)C2	1%	0
Cc1ccc(S(=O)(=O)N2C(c3ccc(Cl)c(Cl)c3)CC=C(C(=O)O)C2c2cccc(Cl)c2)cc1 (centres undefined)	u	-2
COc1ccc(CN2C(=O)CSCC2(C)C(=O)NCc2ccccc2)cc1OC (centres undefined)	-13%	0
O=C(Nc1ccc(F)cc1)C(c1cc2ccccc2o1)N1CCN(c2ccncc2)CC1 (centres undefined)	-7%	-3
CCOC1=C2CN(S(=O)(=O)c3ccc(C)cc3)C(c3cccc(Cl)c3)CC2N(S(=O)(=O)c2ccc(Cl)cc2)C(c2ccccc2)C1 (centres undefined)	6%	-4
C=C(C)C(=O)OCC(O)CO (centres undefined)	-10%[22.9 µM]	5
N#Cc1ccc(C(C(=O)NC2CCCCC2)n2c(=O)c(-c3cc4ccccc4[nH]3)nc3ccccc32)cc1 (centres undefined)	-17%	2
Cc1cccc(C)c1NC(=O)C(C)n1c(-c2ccc(=O)[nH]c2)nc2ccccc21 (centres undefined)	-26%	-6
O=c1c(-c2ccccc2)nc2ccccc2n1C(CCc1ccccc1)c1nc2ccccc2[nH]1 (centres undefined)	-10%	4
COc1ccccc1-c1ncn(Cc2cccc(-c3ccccc3)c2)c1-c1cc(C)cc(C)c1	-13%	-2
CCc1c(-c2cccc(Br)c2)ncn1Cc1cccc(-c2ccccc2)c1	u	-4
Cc1ccc(S(=O)(=O)N2CC3C(=O)C[C@@H](c4ccccc4)N(S(=O)(=O)c4ccccc4Cl)C3CC2c2ccccc2)cc1 (some centres undefined)	-3%	2
CO[C@@H]1[C@@H](O[C@@H]2O[C@H](C)[C@@H](O[C@H]3C[C@@](C)(O)[C@@H](O)[C@H](C)O3)[C@H](N(C)C)[C@H]2O)[C@@H](CC=O)C[C@@H](C)[C@@H](O[C@@H]2CC[C@H](N(C)C)[C@@H](C)O2)/C=C/C=C/C[C@@H](C)OC(=O)C[C@H]1OC(C)=O	u	-2
COC(=O)C1=CN(c2ccc(N3CCOCC3)cc2)C(N)=C(C#N)C1c1cccc(F)c1 (centres undefined)	-4%	-3

Fetched by structure from the entries so far, 2 records:
SMILES	12-LOX inh	PI4K2A block
O=C(C[C@H]1CC[C@H](NC(=O)C2CCOCC2)[C@@H](CO)O1)NCc1ccncc1	-6%	0
O=c1c(-c2ccccc2)nc2ccccc2n1C(CCc1ccccc1)c1nc2ccccc2[nH]1 (centres undefined)	-10%	4

(list continues)
SMILES	12-LOX inh	PI4K2A block
CCOC(=O)N1CCN(C(C(=O)NC2CCCC2)c2ccco2)CC1 (centres undefined)	4%	-3
CC(=O)N1CCC(C(=O)N2c3ccccc3N=C(c3ccc(C(F)(F)F)cc3)C2C(=O)NC2CCCC2)CC1 (centres undefined)	-16%	15
CCOC(=O)CC1(C)Oc2ccccc2N1S(=O)(=O)c1ccc(C)cc1 (centres undefined)	-6%	-3
O=C(CSc1nc2ccccc2c(=O)[nH]1)NC1CCCCC1	-1%	0
Nc1sc(-c2ccccc2)cc1C(=O)NCCc1ccc(Cl)cc1	40µM*	-3
CC(C)(C)OC(=O)Nc1ccccc1-n1nnnc1C(C(=O)c1ccccc1)N1CCN(c2ccccn2)CC1 (centres undefined)	u	-4
